Screening data from PubChem BioAssay.
GlmU inhibition = inhibition of mycobacterial GlmU enzyme – biochemical, glucosamine-1-phosphate acetyltransferase (AID 1376); 220,000 tested, 0.25% active; M. tuberculosis GlmU acetyltransferase enzyme assay; higher % means a stronger effect; inhibition, %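 (tested at 30 µM in the primary screen)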; hits with a dose series show IC50 in µM; in the data active = inhibition above about 13%;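 note: 0% = complete reaction with vehicle and 100% = reaction without substrate; strong numbers were not always called active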
Mtb RmlCD inh = M. tuberculosis RmlC/RmlD inhibition; P9WH09+P9WH11; RmlC+RmlD coupled enzyme assay, percent inhibition; primary screen in compound mixtures; inhibition, % at 3.6 µM; 160,000 tested, 0.03% active; AID 1533; in the data active = inhibition mostly above about 34%, no sharp cut-off; note: some results filed as inactive read as strong as hits
Target sequence (P9WH09 whole entry, looked up): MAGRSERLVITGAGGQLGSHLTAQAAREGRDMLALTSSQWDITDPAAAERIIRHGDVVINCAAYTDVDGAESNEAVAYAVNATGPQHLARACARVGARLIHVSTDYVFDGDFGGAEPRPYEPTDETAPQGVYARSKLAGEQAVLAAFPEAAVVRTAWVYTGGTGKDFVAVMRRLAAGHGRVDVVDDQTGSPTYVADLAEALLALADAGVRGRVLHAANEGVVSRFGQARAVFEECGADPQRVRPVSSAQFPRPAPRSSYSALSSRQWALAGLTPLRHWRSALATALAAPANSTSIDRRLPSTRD
Target sequence (P9WH11 whole entry, looked up): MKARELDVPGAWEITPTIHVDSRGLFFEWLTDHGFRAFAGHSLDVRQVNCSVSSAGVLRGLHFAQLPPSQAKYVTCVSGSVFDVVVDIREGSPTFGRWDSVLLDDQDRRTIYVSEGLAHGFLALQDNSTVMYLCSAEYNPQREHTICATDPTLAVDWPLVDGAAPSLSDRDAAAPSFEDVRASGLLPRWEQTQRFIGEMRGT
* = called active by the depositor; · = no result given. Not all compounds are listed; the hit share may differ from the screen's.

SMILES	GlmU inhibition	Mtb RmlCD inh
C=CCOC(=O)/C(=C\c1ccccc1)NC(=O)c1ccc(C)cc1	-7.8%	-10
CC(C)(C)c1ccc(OCCCNCc2ccccc2)cc1	-8.2%	·
Cc1ccc(-c2csc(NNC(=O)c3ccccc3)n2)cc1	5.6%	4
c1ccc(COc2ccc(OCCCn3cncn3)cc2)cc1	-0.2%	·
COc1cccc(=O)c2c(C)n(-c3ccc(C(=O)O)cc3)c(C)c12	10%	·
O=C(Nc1ncc(Cc2ccccc2)s1)C1CCCO1 (stereo unspecified)	-2.2%	3
COc1ccc(/C(N)=N/OC(=O)c2ccc(OC)c([N+](=O)[O-])c2)cc1OC	-1.6%	·
COc1ccccc1-n1c(SCC(=O)NC2CCS(=O)(=O)C2)nc2cc([N+](=O)[O-])ccc21 (stereo unspecified)	0.7%	-12
Cc1ccc(N(C(=O)c2csnn2)C(C(=O)NC(C)(C)C)c2cccnc2)cc1C (stereo unspecified)	3.5%	-14
Cc1ccc(CNC(=O)CSc2ccc(-c3cccs3)nn2)cc1	1.2%	19
O=C(O)c1cccc(OCc2ccccc2Cl)c1	0.5%	19
COC(=O)COc1ccc(C)cc1-n1nc2ccccc2n1	-0.6%	17
Cc1ccccc1-n1c(SCC(=O)c2cc(C)n(C)c2C)nnc1-c1ccncc1	0.3%	·
O=[N+]([O-])c1cccc2c(N3CCCC3)ccnc12	-8.8%	-7
Cc1ccccc1OCc1nc2c3c(ncn2n1)-c1ccccc1CC31CCCC1	2.0%	19
CCC(C)(C)n1nnnc1C(c1cc2ccc(C)cc2[nH]c1=O)N(Cc1cccnc1)Cc1ccco1 (stereo unspecified)	-1.4%	·
CCCC1NC(=O)NC(C)=C1C(=O)OCC (stereo unspecified)	5.1%	6
Cc1ccc(/C=N/NC(=O)c2cc(C)oc2C)o1	-2.3%	-8
O=C(NCCc1ccccc1)C1CCC(Cn2c(=O)c3ccccc3n(Cc3cccnc3)c2=O)CC1 (stereo unspecified)	2.8%	38
CN1C(=O)/C(=C\c2cc(N=Nc3ccccc3)ccc2O)SC1=S	·	-2
CCOc1ccccc1NC(=O)C(OC(=O)c1ccccc1)c1ccccc1 (stereo unspecified)	2.7%	9
COc1ccc(Cl)cc1S(=O)(=O)N1CCN=C1C	-5.5%	34
O=C(COC(=O)C1CCCCC1)NCCc1ccccc1	-2.3%	-6
Cc1ccc2oc(=O)n(CCOc3ccccc3)c2c1	1.3%	5
CC(=O)c1cccc(NC(=O)CCNS(=O)(=O)c2cccc3nsnc23)c1	4.5%	0
CCN1CCN(S(=O)(=O)c2cnc(Cl)c(Br)c2)CC1	0.5%	8
C/C(=N\NC(=O)c1cc(C)oc1C)c1ccc(N2CCOCC2)cc1	0.6%	13
Cc1oc(-c2ccccc2F)nc1CS(=O)(=O)CC(=O)NCCN(C)C1CCCCC1	-1.6%	10
CC1(c2ccc3noc(-c4ccc(F)cc4)c3c2)OCCO1	0.6%	9
CCCC(O)(CCC)C(=O)NNc1ccc(C)cc1	5.0%	8
CCOC(=O)N1CCC(n2c(SCC(=O)NCc3ccccc3)nc3ccccc3c2=O)CC1	-1.1%	-4
CC1(C)CC(=O)C(C(C2=C(O)CC(C)(C)CC2=O)c2ccc([N+](=O)[O-])cc2)C(=O)C1 (stereo unspecified)	5.5%	1
COc1ccc(C)cc1NC(=O)c1ccc(S(=O)(=O)N2CCOCC2)cc1	2.6%	2
CC[C@H](C)[C@H](NS(=O)(=O)c1ccc(C)cc1)C(=O)N1CCC(C(=O)N[C@H](C(=O)O)C(C)C)CC1	5.9%	8
COc1ccc(C(=O)NC(=S)Nc2cc3oc4ccccc4c3cc2OC)cc1	-0.8%	9
CCCOc1cccc(NC(=O)c2c(-c3ccccc3)noc2C)c1	-0.1%	·
CN(C)S(=O)(=O)Oc1ccc(C(=O)Nc2cccc(Cl)c2)cc1	3.0%	8
CCC(CC)NC(=O)COC(=O)CCC(=O)c1cccs1	1.3%	-6
Cc1cc(/C=C2/NC(=O)N(Cc3ccccc3F)C2=O)c(C)n1C(C)C	1.3%	·
O=C(NC1CCCC1)C(=O)N(c1ccccc1F)C(C(=O)NCC1CCCO1)c1cccs1 (stereo unspecified)	6.5%	4
COc1cc2c(cc1OC)-c1cc(Nc3ccc4c(c3)OCCO4)nc(=O)n1CC2	1.1%	·
Cc1cc(Nc2ccc(Cl)cc2)n(-c2cccc(Cl)c2)n1	-1.7%	-6
C=CCn1c(SCc2c(C)noc2C)nc2ccccc2c1=O	2.1%	·
Cc1cc(C(F)F)n2nc(C(=O)Nc3cc(C)on3)nc2n1	-7.0%	-3
C/C(=N\OC(=O)c1ccc(C)cc1)c1sc(C)nc1C	-4.8%	·
COc1ccc(OCC(=O)N/N=C(\C)c2ccc(OC)cc2)cc1	-2.5%	·
COc1cccc(CN(C)C(=O)c2cccc(OC3CCN(C4CCCC4)CC3)c2)c1	1.1%	3
COc1ccc(C(=O)/C=C/c2cn(CC(O)CN3CCOCC3)c3ccccc23)cc1 (stereo unspecified)	-2.8%	-4
Cc1ccc(C(=O)CSc2nnc(CNc3ccc(F)cc3)o2)cc1	-3.5%	-14
N#CCCN(Cc1cccnc1)S(=O)(=O)c1ccc(S(=O)(=O)NC2CCCCC2)cc1	0.0%	·
COc1ccc(Oc2ncccc2NC(=O)c2cccc(C)c2C)cc1	3.3%	·
CCOC(=O)N=S(=O)(Oc1ccc([N+](=O)[O-])cc1)c1ccc(Cl)cc1 (stereo unspecified)	-7.0%	·
Cc1ccc(-c2noc(CCC(=O)NCCCN3CCN(c4cccc(Cl)c4)CC3)n2)cc1	-7.3%	·
CC(=O)N1CCN(C(=O)c2cccc(S(=O)(=O)Nc3ccc(C)cc3)c2)CC1	0.7%	8
CC(C#N)Sc1nnc(Nc2ccccc2)s1 (stereo unspecified)	3.1%	-6
CCOC(=O)C1CCCN(c2cc(=O)n(Cc3ccc(F)cc3)c(=O)[nH]2)C1 (stereo unspecified)	-3.6%	·
CCc1ccc(N2CC(C(=O)OCC(=O)Nc3cc(C)on3)CC2=O)cc1 (stereo unspecified)	5.0%	6
O=C(Cn1cnc2c(nnn2-c2ccccc2)c1=O)N1CCC(Cc2ccccc2)CC1	-1.1%	9
CCCCCC(C)NC(=O)c1ccoc1C (stereo unspecified)	-5.8%	·
FC(F)(F)c1cccc(OCCN2CCN(Cc3ccccc3)CC2)c1	-1.3%	2
Carrying on.
SMILES	GlmU inhibition	Mtb RmlCD inh
Cc1c(Cl)cccc1NC(=O)N1CCCN(c2nc(-c3ccccc3)ns2)CC1	3.0%	-15
CCC(C(=O)N1CCc2ccccc2C1)n1nc(C)n2c(cc3occc32)c1=O (stereo unspecified)	-0.6%	-6
Cc1cc(C)c2c(CC(=O)NN(C)C)coc2c1	-5.0%	·
O=C1CC(C(=O)N(c2ccc(F)cc2)C(C(=O)NC2CCCC2)c2ccccn2)CS1 (stereo unspecified)	-2.9%	11
CCOC(=O)c1c(NC(=O)CSc2ccccc2C(=O)O)sc(C)c1C	5.3%	-12
CCC(NS(=O)(=O)c1cnn(CC)c1)c1ccccc1 (stereo unspecified)	-3.7%	22
CC(C)(C)N1CC(c2nc3ccccc3n2Cc2ccc(Cl)cc2)CC1=O (stereo unspecified)	-1.8%	5
Cc1ccc(-c2cc(-c3ccco3)c(C#N)c(=O)[nH]2)cc1	6.5%	-5
N#Cc1ccc(-c2ccccc2)nc1Sc1ccc(F)cc1	-3.8%	-6
CCN(CCCNC(=O)C1CCC(=O)N1C(C)C)c1cccc(C)c1 (stereo unspecified)	0.5%	104
O=S1(=O)N=C(Oc2cccc3ccccc23)c2ccccc21	0.3%	·
O=C(O)CCC(=O)N1CCc2cc(S(=O)(=O)NC3CCCC3)ccc21	2.8%	·
O=C(COC(=O)Cc1ccc(S(=O)(=O)N2CCOCC2)s1)NCc1ccccc1	11%	1
COc1ccc(CC(=O)NC(=S)Nc2ccc(S(=O)(=O)NC(C)(C)C)cc2)cc1	-5.2%	2
CCCN(Cc1cc2ccccc2[nH]c1=O)C(=O)c1cccc([N+](=O)[O-])c1	-2.0%	103
Cc1c(C(=O)NCC(C)C)sc2nc(-c3ccc(F)cc3)cn12	4.0%	20
O=C(NCCN1CCOCC1)c1ccc2c(c1)ncn2C1CCCCC1	3.6%	7
CCOC(=O)N1CCN(C(=O)COc2ccc(Cl)cc2)CC1	0.8%	-7
COC(=O)Nc1ccc(OCC(=O)N2CCOCC2)cc1	6.1%	-3
CCS(=O)(=O)N1Cc2ccccc2CC1C(=O)Nc1ccccc1OC (stereo unspecified)	-5.6%	7
Cc1ccc(C2/C(=C(/O)c3ccc(Cl)cc3)C(=O)C(=O)N2CC2CCCO2)o1 (stereo unspecified)	-0.6%	-3
O=C(N/N=C\c1ccc(O)c([N+](=O)[O-])c1)C1COc2ccccc2O1 (stereo unspecified)	-3.0%	·
Cc1ccccc1C(=O)N1CCc2ccccc2C1	3.4%	-12
Cc1cccn2c(=O)c3c(nc12)N1CCCCCC1C1(C3)C(=O)N(C)C(=O)N(C)C1=O (stereo unspecified)	1.6%	-12
O=C(COc1ccccc1)N1CCN(CC(O)COc2ccccc2)CC1 (stereo unspecified)	1.3%	-8
Cc1ccsc1C(=O)N1CCCC(CCC(=O)NCc2ccc(F)c(F)c2)C1 (stereo unspecified)	-5.2%	3
COc1cccc(CNC(=O)c2n[nH]c3ccccc23)c1	-0.3%	-6
Cc1cc(C)n(C(=O)CNC(=O)Cc2ccccc2)n1	-4.2%	14
CCc1nnc(NS(=O)(=O)c2ccc(NC(=S)NC(=O)/C=C/c3ccccc3)cc2)s1	3.6%	6
COC(=O)c1cccc(-c2ccc(C(c3c(C)[nH][nH]c3=O)c3c(C)[nH][nH]c3=O)o2)c1	1.0%	-11
CC(=O)n1nc(-c2ccc(Cl)cc2)nc1NCc1ccco1	2.5%	6
O=C(CN1C(=O)c2ccccc2S1(=O)=O)N1CCOCC1	6.8%	·
CCCCCCOC(=O)C(C#N)c1nc2ccccc2nc1N1CCN(CC)CC1 (stereo unspecified)	0.0%	20
Cc1cccc(Nc2nnc(SC/C(O)=C(\C#N)c3nc4ccccc4[nH]3)s2)c1C	3.9%	7
CCCCn1c(O)c(N=NC(=O)c2ccncc2)c2cc(Br)ccc21	1.5%	-8
CC1=CN2C(=N)/C(=C/c3ccc(C)o3)C(=O)N=C2S1	2.0%	0
COc1ccc(C/C(C)=N/NC(=O)c2ccncc2)cc1	8.0%	1
Cc1ccc(S(=O)(=O)N2CCN(CC(=O)NC3CCCc4ccccc43)CC2)c(C)c1 (stereo unspecified)	-0.2%	·
COc1ccc(S(=O)(=O)NCC2CCCN(C(=O)C=C(C)C)C2)cc1 (stereo unspecified)	-0.7%	·
CCN(CC)CCCNC(=O)CSc1nc(C)cc(C)n1	-3.4%	-6
Cc1onc(-c2ccccc2Cl)c1C(=O)Nc1ccc(F)c(F)c1	0.1%	·
CCOC(=O)C1CCN(c2c(NCc3ccc(C(=O)NC(C)CC)cc3)c(=O)c2=O)CC1 (stereo unspecified)	-2.9%	12
CNc1nc(C)nc(N/N=C/c2ccccc2)n1	-0.6%	-10
COc1cccc(CN2CCNC(=O)C2CC(=O)NCCc2ccccn2)c1 (stereo unspecified)	0.5%	-8
CCOC(=O)c1c(CC(C)C)csc1N	-1.5%	4
O=[N+]([O-])c1cc(C(F)(F)F)cc([N+](=O)[O-])c1NCc1cccnc1	2.6%	7
COc1ccc(N2CCN(C(=O)CSc3nc4c(c(=O)n(C)c(=O)n4C)n3C(C)C)CC2)cc1	-1.1%	1
CCOc1ccc2cc(C(=O)c3ccccc3)c(=O)oc2c1	1.7%	-12
O=C(N/N=C/c1c(O)n(CCc2ccccc2)c(=O)[nH]c1=O)c1ccccc1O	0.4%	0
Cc1cccc(N2CCN(C(=O)CCS(=O)(=O)c3ccc(Br)cc3)CC2C)c1 (stereo unspecified)	8.1%	-15
CCCn1nc(C(=O)NCCc2ccc(S(N)(=O)=O)cc2)c2ccccc2c1=O	8.0%	5
Cc1ccc(OCCSc2nc(N)cc(N)n2)cc1	-4.7%	9
COc1ccc(C)cc1NC(=O)C(=O)NNC(=O)c1ccco1	1.8%	10

Gathered by group, the compounds so far with a furan ring, fused or not
SMILES	GlmU inhibition	Mtb RmlCD inh
CCC(C)(C)n1nnnc1C(c1cc2ccc(C)cc2[nH]c1=O)N(Cc1cccnc1)Cc1ccco1 (stereo unspecified)	-1.4%	·
Cc1ccc(/C=N/NC(=O)c2cc(C)oc2C)o1	-2.3%	-8
C/C(=N\NC(=O)c1cc(C)oc1C)c1ccc(N2CCOCC2)cc1	0.6%	13
COc1ccc(C(=O)NC(=S)Nc2cc3oc4ccccc4c3cc2OC)cc1	-0.8%	9
CCCCCC(C)NC(=O)c1ccoc1C (stereo unspecified)	-5.8%	·
CCC(C(=O)N1CCc2ccccc2C1)n1nc(C)n2c(cc3occc32)c1=O (stereo unspecified)	-0.6%	-6
Cc1cc(C)c2c(CC(=O)NN(C)C)coc2c1	-5.0%	·
Cc1ccc(-c2cc(-c3ccco3)c(C#N)c(=O)[nH]2)cc1	6.5%	-5
Cc1ccc(C2/C(=C(/O)c3ccc(Cl)cc3)C(=O)C(=O)N2CC2CCCO2)o1 (stereo unspecified)	-0.6%	-3
COC(=O)c1cccc(-c2ccc(C(c3c(C)[nH][nH]c3=O)c3c(C)[nH][nH]c3=O)o2)c1	1.0%	-11
CC(=O)n1nc(-c2ccc(Cl)cc2)nc1NCc1ccco1	2.5%	6
CC1=CN2C(=N)/C(=C/c3ccc(C)o3)C(=O)N=C2S1	2.0%	0
COc1ccc(C)cc1NC(=O)C(=O)NNC(=O)c1ccco1	1.8%	10
